# CatG inh – inhibitors of human cathepsin G; actives 0.2% (n = 62,000); inhibition, % at 5 µM (by protocol); purified enzyme, AMC-tetrapeptide fluorescence, pooled mixtures; AID 581;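 active = inhibition above 20% in each of the two mixture wells holding the compound; inactive = inhibition of 20% or less in either well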;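 also: 0% = enzyme control without mixture and 100% = blank lacking enzyme; strong numbers were not always called active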
# CatL inh – inhibitors of human cathepsin L; inhibition, %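 (tested at 10 µM)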; actives 0.17% (n = 58,000); AID 460; purified cathepsin L, fluorogenic substrate, fluorescence; P07711; in the data active = inhibition above about 45%;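 also: 0% = enzyme with no compound and 100% = no enzyme blank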
# Target sequence (P07711 114-288 limits assumed): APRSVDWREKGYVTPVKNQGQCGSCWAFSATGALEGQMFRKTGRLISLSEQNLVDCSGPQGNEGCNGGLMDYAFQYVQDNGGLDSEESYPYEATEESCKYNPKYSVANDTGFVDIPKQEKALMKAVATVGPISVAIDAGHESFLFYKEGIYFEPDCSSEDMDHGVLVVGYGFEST
# Target sequence (P07711 292-333 limits assumed): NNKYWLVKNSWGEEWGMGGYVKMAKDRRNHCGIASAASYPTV
# Cdc25B inh – inhibitors of human Cdc25B phosphatase; P30305; recombinant Cdc25B, OMFP fluorescence Ex485/Em525; inhibition, %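 (compounds tested at 10 µM final in the well)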; actives 0.1% (n = 65,000); in the data active = inhibition above about 50%
# Hsp90 block – displaces geldanamycin probe from tumor Hsp90; P07900; NCI-N417 lysate Hsp90, Cy3B-geldanamycin FP displacement; inhibition, % at 30 µM; actives 0.35% (n = 64,000); AID 429;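 active = inhibition above 50%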;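 also: 0% = tracer plus lysate wells and 100% = tracer alone without lysate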
# C1s block – blocks human complement C1s protease activity | P09871 | purified C1s, fluorogenic AMC substrate, pooled mixtures | mean inhibition % of two 10-compound mixtures (active compounds read high), % at 5 µM (by protocol) | actives 0.16% (n = 62,000);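 active = inhibition above 20% in each of the two 10-compound mixture wells holding the compound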;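 also: 0% = enzyme wells lacking compound mixture and 100% = no-enzyme blank wells; some compounds called inactive have numbers as strong as hits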
# MKP-1 inh – inhibitors of human MKP-1 phosphatase; actives 0.15% (n = 65,000); recombinant MKP-1, OMFP hydrolysis fluorescence; inhibition, %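 (compounds tested at a single concentration somewhere between 10 and 100 µM)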; AID 374;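 active = inhibition above about 50%, limit read from the data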;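 also: 0% = DMSO max control wells and 100% = wells with enzyme stopped by NaOH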
# 5HT1a ag – activates the human 5-HT1a serotonin receptor; P08908; CHO 5-HT1a Ga15 NFAT-bla reporter, FRET ratio; 0% basal, 100% maximal reference agonist; activation, % at 10 µM; actives 0.56% (n = 65,000);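 active = activation above the screen-wide mean activation plus 3 SD, cut at about 19% in these data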;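 also: 0% = DMSO wells and 100% = 5-CT at EC100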
# FXIa mix inh – blocks human factor XIa in pooled compound mixtures. purified FXIa, fluorogenic substrate. inhibition, % at 5 µM. P03951. actives 0.19% (n = 62,000);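 also: each value is inhibition by a whole ten-compound pool holding the compound; 0% = enzyme with no mixture and 100% = wells lacking enzyme; strong numbers were not always called active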
# Target sequence (P03951 19-387 limits assumed): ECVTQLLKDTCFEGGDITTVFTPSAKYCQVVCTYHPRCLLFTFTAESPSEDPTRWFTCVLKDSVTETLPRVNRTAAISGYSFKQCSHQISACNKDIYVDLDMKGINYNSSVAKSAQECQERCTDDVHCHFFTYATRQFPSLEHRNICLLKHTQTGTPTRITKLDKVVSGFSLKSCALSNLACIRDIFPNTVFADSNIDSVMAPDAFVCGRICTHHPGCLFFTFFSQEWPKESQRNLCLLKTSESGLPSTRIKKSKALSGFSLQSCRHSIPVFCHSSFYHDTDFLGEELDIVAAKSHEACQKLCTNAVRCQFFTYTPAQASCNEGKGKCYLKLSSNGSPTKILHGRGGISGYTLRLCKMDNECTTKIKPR
# Target sequence (P03951 388-625 limits assumed): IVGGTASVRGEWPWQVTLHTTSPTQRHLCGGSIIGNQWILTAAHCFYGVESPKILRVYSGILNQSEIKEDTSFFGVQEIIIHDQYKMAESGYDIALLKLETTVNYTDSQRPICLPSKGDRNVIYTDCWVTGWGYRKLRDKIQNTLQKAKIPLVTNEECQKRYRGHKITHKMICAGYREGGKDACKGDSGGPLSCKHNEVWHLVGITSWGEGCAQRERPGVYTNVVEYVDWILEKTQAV
# FXIIa inh mix – inhibitors of human coagulation factor XIIa, pooled mixtures. purified FXIIa, fluorogenic substrate. P00748. inhibition, % at 5 µM. actives 0.2% (n = 62,000);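 also: 0% = enzyme without compound and 100% = no enzyme blank; some results filed as inactive read as strong as hits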
# Starred values were filed as active, the others as inactive; . = not tested or not shown; & = joins results of further samples. Rule as the data show it, unless noted: active = inhibition above about 20% (passing the limit was not always enough); inactive = the rest. An excerpt, so the mix of outcomes need not match the whole.
Molecule	CatG inh	CatL inh	Cdc25B inh	Hsp90 block	C1s block	MKP-1 inh	5HT1a ag	FXIa mix inh	FXIIa inh mix
C/C(Cl)=C/CC1(CN2CCCC2=O)C(=O)NC(=O)NC1=O	.	22	2	-2	.	-8	3.2	.	.
Cn1c(=O)cc(OCC(=O)N2CCC3(CC2)OCCO3)c2ccccc21	4	-1	-10	1	-14	23	-3.4	-3	-19
CCOC(=O)c1c(N)n(Cc2ccc(OC)cc2)c2nc3ccccc3nc12	5	-38	-1	-4	-50	14	8.4	0	2
COc1ccc(C2SCC(=O)Nc3c2c(=O)[nH]n3C2CCCCC2)cc1 (stereo unspecified)	.	0	1	1	.	-17	-0.6	.	.
CN(C)CCc1nn[nH]n1	.	16	-5	-1	.	-5	1.6	.	.
COc1cc(CN2CC3CC(C2)c2cccc(=O)n2C3)cc(OC)c1OC (stereo unspecified)	-2	.	-18	-1	-58	-3	2.0	7	-1
CCC1(CC)C(=O)NC(=Nc2cccc(C(F)(F)F)c2)NC1=O	-11	-6	-9	0	-44	-17	-0.3	-3	11
Nc1ccc(N2CCN(Cc3ccccc3Cl)CC2)c(Cl)c1	-14	0	-3	2	-40	26	-0.3	-6	10
Cc1ccc2cccc(OC(=O)N(C)c3ccccc3)c2n1	7	11	-6	1	-2	2	1.8	1	-18
CCOC(=O)C1CCN(/C=C2/C(=O)NC(=O)N(c3ccc(OCC)cc3)C2=O)CC1	8	-6	-29	2	-5	12	-1.8	-2	-19
O=P(OCC(F)(F)C(F)F)(N1CCCCC1)N1CCCCC1	-7	-9	-13	-6	0	6	-6.3	2	8
O=S1(=O)CC2(N3CCOCC3)CCCCC21 (stereo unspecified)	3	8	-2	4	3	4	-1.2	-1	3
CCN1C(=O)c2ccccc2Sc2ccc(C(=O)N3CCC4(CC3)OCCO4)cc21	9	-4	-5	-1	-9	6	-1.0	8	-1
CN(C)P1(N(C)C)=NC(C(F)(F)F)=NC(C(F)(F)F)=N1	9	12	8	-1	14	15	-0.3	1	3
COc1ccc(-n2c(O)c(C(C)=NCCN3CCNCC3)c(=O)[nH]c2=O)cc1	0	7	3	0	6	-19	2.1	4	1
N[C@@H](Cc1c[nH]c2ccccc12)c1nnc(SCc2ccc(F)cc2)o1	9	17	0	1	9	18	0.1	12	6
CC(c1ccc(F)cc1)n1cc(C(=O)NCc2ccc3c(c2)OCO3)nn1 (stereo unspecified)	-3	-5	-17	.	-5	10	-0.8	8	8
COc1ccc(S(=O)(=O)NCc2ccc(C(=O)N3CCC4(CC3)OCCO4)cc2)cc1	-2	-7	-14	-1	-13	5	0.9	3	7
N=c1n(CCO)c2ccccc2n1Cc1ccccc1	.	.	2	-9	.	-5	0.7	.	.
COc1ncccc1C(=O)NCC(CC(=O)O)c1ccccc1 (stereo unspecified)	10	.	2	.	9	6	-2.2	1	1
CN1CCN(Cc2nc3ccccc3n2C)CC1	14	23	5	-5	5	-11	-2.8	1	7
CCC(=O)N1CCN(CCN=Cc2c(O)n(C)c(=O)n(C)c2=O)CC1	0	7	17	-3	5	-22	-0.2	3	23
O=P(O)(O)Cc1ccccc1OP(=O)(c1ccccc1)c1ccccc1	8	16	-15	-3	2	-3	1.1	1	0
CCSc1cc(C2C(C#N)=C(N)Oc3n[nH]c(C)c32)c(C)o1 (stereo unspecified)	6	-4	-5	-3	-16	12	-1.6	-3	4
CN1C2C=C(N(C(=O)c3ccc(Cl)cc3)c3ccccc3)CC1CC2 (stereo unspecified)	-4	0	2	-3	-11	16	-2.8	2	-14

# Filtered by structure, the entries above containing a CF3 group.
Molecule	CatG inh	CatL inh	Cdc25B inh	Hsp90 block	C1s block	MKP-1 inh	5HT1a ag	FXIa mix inh	FXIIa inh mix
CCC1(CC)C(=O)NC(=Nc2cccc(C(F)(F)F)c2)NC1=O	-11	-6	-9	0	-44	-17	-0.3	-3	11
CN(C)P1(N(C)C)=NC(C(F)(F)F)=NC(C(F)(F)F)=N1	9	12	8	-1	14	15	-0.3	1	3

# Next part.
Molecule	CatG inh	CatL inh	Cdc25B inh	Hsp90 block	C1s block	MKP-1 inh	5HT1a ag	FXIa mix inh	FXIIa inh mix
COc1ccc(CN2CCCCC2c2cccnc2)cc1C (stereo unspecified)	3	11	-8	-3	-34	2	2.7	0	-6
Cc1nnc2n1-c1ccc(Br)cc1C(c1ccccc1Cl)=NC2	2	-11	-1	-1	-17	13	0.0	6	4
CCCCNC(=O)Nc1ccc(C(O)(C(=O)OC)C(F)(F)F)cc1 (stereo unspecified)	.	-7	-24	1	.	-26	0.1	.	.
COc1ccc(OC)c(N2C(=O)NC(=O)C(CCc3ccncc3)(CCc3ccncc3)C2=O)c1	4	3	-14	-4	-9	-6	-2.4	3	13
Cn1cccc1CN1CCN(C(=O)COc2ccccc2)CC1	12	19	-27	-5	4	3	-1.4	3	1
COC(=O)C1=C(N)Oc2c(c(=O)oc3ccccc23)[C@]12C(=O)N(C)c1ccccc12	1	-9	-12	-4	2	22	-1.3	8	6
CCOC(=O)C1C(=O)N(C)C2(C)CC1c1ccccc1O2 (stereo unspecified)	-3	-3	-12	0	-14	-5	-3.2	6	1
Cc1onc(-c2ccccc2)c1C(=O)N1CCC2(CC1)OCCO2	-6	6	-3	-8	-10	0	-3.2	-3	3
CN1[C@@H]2CC[C@H]1CC(OC(=O)C1C=Nc3ccccc31)C2 (stereo partly specified)	14	-2	-9	-3	15	-11	-1.9	5	13
Cc1c(C(=O)N2CCC3(CC2)OCCO3)sc2ncnc(N(C)c3ccccc3)c12	.	.	27	2	.	0	1.9	.	.
COc1ccc(CN2CCN(Cc3ccccc3)CC2)c(OC)c1	7	3	-11	1	10	3	-1.4	8	2
Cn1c(O)c(C=NC2CC(C)(C)NC(C)(C)C2)c(=O)n(C)c1=O	7	-4	-12	-1	-15	6	0.2	4	4
C=CCn1c(O)c(C(C)=Nc2cc(OC)ccc2OC)c(=O)[nH]c1=O	-2	-5	2	0	-13	-13	-2.1	1	4
CC(=NCc1cccnc1)c1c(O)n(C2CCCCC2)c(=O)[nH]c1=O	-2	10	4	-4	-19	-10	1.1	-1	6
COc1ccc(C2SCC(=O)Nc3c2c(=O)[nH]n3C2CCCCCC2)cc1OC (stereo unspecified)	-21	-2	-10	-2	-155	13	7.8	-16	12
CCOc1cccc(N2C(=O)CC(=O)NC2=O)c1	-2	-1	-11	2	1	-3	-0.1	4	5
C=CCOC(=O)C1=C(C)OC(N)=C(C#N)[C@@]12C(=O)N(CC(N)=O)c1ccccc12	.	7	25	-7	.	-24	0.9	.	.
CCC(=NCCO)c1c(O)n(C2CCCCC2)c(=O)[nH]c1=O	10	-4	5	-4	14	-4	-0.9	6	2
O=c1[nH]c(=O)n(-c2cccc3ccccc23)c(O)c1C=NCCCn1ccnc1	9	5	7	-4	-19	-13	1.3	5	-2
Cc1ccc2c(c1)N(CCC(=O)N1CCC3(CC1)OCCO3)C(=O)C(C)O2 (stereo unspecified)	5	8	-5	-2	9	4	-1.6	2	6
C1CNC2NCCNC2N1 (stereo unspecified)	-3	0	-6	0	25	-10	1.7	1	3
O=C1C2CCCN2C(c2ccc(Cl)cc2)N1c1ccccn1 (stereo unspecified)	5	-4	3	-3	-45	3	2.1	-11	-16
O=C(COc1ccccc1)N1CCN(CC(O)COc2ccccc2)CC1 (stereo unspecified)	1	18	-7	-3	6	11	1.0	-5	-19
O=C1CN=C(c2cccs2)c2c(sc3c2CCCC3)N1	-10	4	-12	-2	-15	-28	-0.4	0	-4
CCC(=NCc1ccc(F)cc1)c1c(O)n(C)c(=O)n(C)c1=O	11	14	4	-2	-1	13	1.2	-2	28

Molecule	CatG inh	CatL inh	Cdc25B inh	Hsp90 block	C1s block	MKP-1 inh	5HT1a ag	FXIa mix inh	FXIIa inh mix
CC(C)CCOC(=O)c1c(N)n(CC2CCCO2)c2nc3ccccc3nc12 (stereo unspecified)	-3	-296	5	-8	-48	35	1.2	0	-4
CCCc1[nH]nc2c1C1(C(=O)N(CC(N)=O)c3ccccc31)C(C(=O)OC)=C(N)O2 (stereo unspecified)	-5	0	-2	-1	3	7	-1.6	2	6
COc1ccc(CCC(=O)N2CCC3(CC2)OCCO3)cc1	2	16	-1	0	-8	5	-4.5	11	-1
CCC(=NCCO)c1c(O)n(-c2ccccc2)c(=O)[nH]c1=O	-14	14	-11	-1	-24	-8	0.2	0	-24
CCOC(=O)c1c(C)n(CCN2CCN(C)CC2)c2ccc(OC)cc12	11	.	-15	1	14	12	1.4	6	-16
CCOC(=O)C1=C(N)Oc2cc(C)oc(=O)c2C12C(=O)N1c3c(cccc32)C(C)=CC1(C)C (stereo unspecified)	-2	13	9	0	-15	23	0.0	8	3
O=C(NCC(c1cccnc1)N1CCN(c2ccccc2)CC1)Oc1ccccc1 (stereo unspecified)	.	.	12	-3	.	3	-2.5	.	.
CC12CCCCC1=NC(c1ccc(Br)cc1)N2O (stereo unspecified)	-36	4	-1	-3	2	12	-1.7	0	2
Cc1nc2ccccc2c(=O)n1-c1ccc(F)cc1	21	-2	7	-4	-1	-4	-0.2	10	1
COc1ccccc1N1CCN(Cc2ccccc2F)CC1	-2	0	-4	-1	-10	7	1.2	7	-4
CCCC1=C(C(=O)OCC)C2(C(=O)Nc3ccccc32)C(C#N)=C(N)O1 (stereo unspecified)	6	1	-4	0	-13	6	-0.1	4	-4
COc1cc(CN2CCN(C(=O)COc3ccccc3)CC2)cc(OC)c1OC	10	4	-3	-1	-3	6	-3.7	-3	10
COc1ccc(CCn2c(O)c(C=NCCCO)c(=O)[nH]c2=O)cc1OC	11	14	-2	-3	12	1	-4.5	8	6
CCOC(=O)C1=C(C)OC(N)=C(C(=O)OCC)[C@@]12C(=O)N(CC(N)=O)c1ccccc12	.	5	22	-1	.	-7	0.7	.	.
O=C1C2CCCN2C(c2ccncc2)N1c1ccc(Cl)c(Cl)c1 (stereo unspecified)	13	-1	0	-2	-5	10	0.1	5	4
CC12CN3CC(C)(CN(C1)C3c1cccs1)C2O (stereo unspecified)	3	-7	7	1	1	2	5.9	11	12
CCOC(=O)N1CCC(NC(=O)CCc2nc(C3=CCN(C)CC3)no2)CC1	9	-4	12	0	0	-6	-4.5	14	2
O=c1[nH]c(N2CCN(Cc3ccc4c(c3)OCO4)CC2)nc2c1CCC2	-10	5	-8	-6	0	5	0.7	8	9
CCN(CC)CCCNC(=O)c1c(O)c2ccccc2n(Cc2ccccc2)c1=O	9	11	-30	4	4	-28	0.9	5	-2
NCC(CC(=O)O)c1ccc(Cl)cc1 (stereo unspecified)	1	13	5&-6	-4&1&-1	4	-18&-18	-2.2	10	2
CC(=O)N1CN2CN(C(C)=O)CC(C(=O)c3ccc(Br)cc3)(C2)C1	1	-1	-3	-3	3	18	1.0	4	-8
COc1ccc(OC)c(C2=NOC(C(=O)N3CCC4(CC3)OCCO4)C2)c1 (stereo unspecified)	-2	-4	0	-2	6	-10	-0.7	4	4
O=C1NC(=O)C(Cc2cccs2)C(=O)N1	-3	-3	-8	-16	-9	-3	-1.9	-3	9
CCS(=O)(=O)N1CCCC(C(=O)N2CCC3(CC2)OCCO3)C1 (stereo unspecified)	6	0	15	0	3	5	-5.3	15	3
C=CCN(CC=C)Cc1c[nH]c2ccccc12	18	4	-7	-6	-15	-10	-1.3	9	-19
CCCc1nc2ccccc2c(=O)n1-c1ccccc1OC	.	-1	-34	-3	.	-33	1.5	.	.
O=c1c(C=NCCN2CCNCC2)c(O)n(C2CCCCC2)c(=O)n1C1CCCCC1	.	29	-5	0	.	-21	2.6	.	.
Cc1cc(OCC(=O)O)c2c3c(c(=O)oc2c1)CCCC3	11	-136	-8	4	-19	-7	-1.3	-2	4

# Assay outcomes from PubChem.
